# Assay outcomes deposited in PubChem BioAssay by National Center for Advancing Translational Sciences (NCATS).
# D2 ag: D2 dopamine receptor (human) agonism. AID 485358. 340,000 compounds, 0.53% hits. activation, % at 2 µM. HEK293 T-REx D2 cells, calcium flux agonist mode. P14416;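 active = activation over 3 SD above normal in the single-dose calcium agonist read, cut at about 30% in these data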; note: 0% is about no effect
#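 Agonism scored from kinetic calcium signal (1 read/sec, 180 s) following compound pin transfer, after a 10 s baseline. Cells: HEK293 Trex line expressing inducible D2 receptor coupled to calcium, dye-loaded after overnight culture at 30 C.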
# TrxR1 substrate: is turned over as a substrate by rat TrxR1 | O89049 | purified TrxR1 substrate turnover, NADPH consumption readout | Potency, µM (top dose mostly 114 µM), for inactives: at the top dose activity change, negative = substrate turnover | 390,000 compounds, 0.01% hits; note: potency is the fitted concentration of half-maximal effect; % is set by controls: 0 for no effect and ±100 for the full control effect; nearly all actives have a fitted effect of over 50% in size
# Target sequence (O89049 whole entry, looked up): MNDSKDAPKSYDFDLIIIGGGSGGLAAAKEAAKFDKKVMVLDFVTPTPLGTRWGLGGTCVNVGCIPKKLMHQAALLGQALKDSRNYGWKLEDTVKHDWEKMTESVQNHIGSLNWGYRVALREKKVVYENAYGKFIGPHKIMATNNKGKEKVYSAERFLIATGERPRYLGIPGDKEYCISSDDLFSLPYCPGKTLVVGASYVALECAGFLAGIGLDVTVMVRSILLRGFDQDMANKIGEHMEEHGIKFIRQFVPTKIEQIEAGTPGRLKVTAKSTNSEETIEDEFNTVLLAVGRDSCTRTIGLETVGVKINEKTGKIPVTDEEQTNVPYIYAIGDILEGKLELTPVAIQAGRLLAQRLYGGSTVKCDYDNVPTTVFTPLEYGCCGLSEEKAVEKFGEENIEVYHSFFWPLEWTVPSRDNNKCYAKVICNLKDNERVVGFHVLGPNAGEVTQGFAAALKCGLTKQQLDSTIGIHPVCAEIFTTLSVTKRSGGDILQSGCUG
#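 Rat TrxR1, dispensed at 90 nM, was prereduced with 400 uM NADPH (final) for 5 min at ~22 deg C, then incubated with compound 15 min before 400 uM selenite. A first-read NADPH fluorescence drop versus no-compound background flagged substrates.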
# TRHR ag: TRH receptor (human) agonism; 360,000 compounds, 0.18% hits; TRHR cells, calcium flux fluo-8, FDSS agonist mode; P34981; AID 493084; activation, % at 2 µM; in the data active = activation above about 30%; note: 0% is about no effect
# Target sequence (P34981 whole entry, looked up): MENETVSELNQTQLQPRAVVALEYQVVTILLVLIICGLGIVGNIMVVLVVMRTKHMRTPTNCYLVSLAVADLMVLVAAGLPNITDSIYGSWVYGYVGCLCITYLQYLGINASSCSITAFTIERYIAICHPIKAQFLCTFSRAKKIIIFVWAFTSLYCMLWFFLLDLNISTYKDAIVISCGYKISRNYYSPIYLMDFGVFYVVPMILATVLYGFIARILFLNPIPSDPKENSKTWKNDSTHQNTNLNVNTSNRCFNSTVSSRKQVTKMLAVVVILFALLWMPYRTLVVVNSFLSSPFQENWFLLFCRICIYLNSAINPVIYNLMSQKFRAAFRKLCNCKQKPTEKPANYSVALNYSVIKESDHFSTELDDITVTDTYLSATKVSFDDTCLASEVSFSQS
#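 Read-out: compound-evoked intracellular calcium rise in TRHR cells, fluo-8 dye, kinetic FDSS fluorescence at 1 s/cycle following a 10-cycle baseline. Cells cultured overnight before dye loading (30 min–1.5 h, RT).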
# mIDH1 inhibitor: inhibitors of human mutant IDH1 R132H; IDH1-R132H enzyme, NADPH consumption, diaphorase/resazurin fluorescence; Potency, µM (doses to about 76.6 µM), inactives show at the highest dose activity change, negative = inhibition, most hits filed as inhibitors; 390,000 compounds, 0.093% hits; AID 602179; note: potency is the fitted concentration of half-maximal effect; % is set by controls: 0 for no effect and ±100 for the full control effect; nearly all actives have a fitted effect of over 65% in size
#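 IDH1-R132H (0.5 ug/mL) preincubated 30 min with compound, then NADPH (0.016 mM) and alpha-KG (2 mM) added; 80 min at RT, pH 7.5. Remaining NADPH coupled via diaphorase/resazurin to fluorescence (540/590 nm); concentration-response curves normalized to no-enzyme control.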
# D2 antagonist: antagonists of human D2 dopamine receptor | 340,000 compounds, 2% hits | AID 485344 | P14416 | HEK293 TREx D2 cells, calcium flux, dopamine EC80 | inhibition, % at 10 µM; in the data active = inhibition above about 30%; note: 0% is about no effect
#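 HEK293 T-REx D2 cells, tet-induced, calcium dye no-wash. Cpd pintool add, 180 s kinetic, then EC80 DA, 180 s kinetic. Ca flux read.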
# PI4K2A block: PI4K2A (human) kinase inhibition. 420,000 compounds, 0.13% hits. AID 1346378. Q9BTU6. activity change, negative = inhibition, % at 76.9 µM. purified PI4K2A, ADP-Glo luminescence, 1 h; active compounds read low; in the data active = activity change below about -50%; inconclusive = mostly about -30% to -49%;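 note: -100% = wells without enzyme as full effect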
#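 Compounds are screened against recombinant PI4K2A using PI as substrate and ATP, the latter dispensed at 300 microM. Reactions run one hour at ambient temperature before ADP-Glo detection; full inhibition defined by wells lacking enzyme.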
# rTrxR1 inhibitor: blocks rat thioredoxin reductase 1; 390,000 compounds, 1% hits; O89049; AID 588453; recombinant rTrxR1, NADPH fluorescence consumption, selenite substrate; Potency, µM (titrated, usually from 114 µM), for inactives: at the highest dose activity change, negative = inhibition, most hits filed as inhibitors; note: potency is the fitted concentration of half-maximal effect; % is set by controls: 0 for no effect and ±100 for the full control effect; nearly all actives have a fitted effect of over 65% in size
#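 Rat TrxR1 (90 nM in the dispensed reagent) was pre-reduced with 400 uM NADPH for 5 min at room temperature, then incubated with compound for 15 min. After 400 uM selenite was added, NADPH fluorescence (Ex 340/Em 450 nm) was followed for 8 min.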
# USP1-UAF1 inh: USP1/UAF1 (human) deubiquitinase inhibition | O94782 | 390,000 compounds, 0.23% hits | AID 743255 | recombinant USP1/UAF1, Ub-Rhodamine cleavage fluorescence | Potency, µM (top dose mostly 57.1 µM), for inactives: top-dose activity change, negative = inhibition, most hits filed as inhibitors; note: potency is the fitted concentration of half-maximal effect; % is set by controls: 0 for no effect and ±100 for the full control effect; nearly all actives have a fitted effect of over 60% in size; inactives centre near -12
#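 In this screen, compounds sit with the deubiquitinase complex (1nM) for 15 min at room temperature before Ub-Rho is added at 150nM final. Fluorescence rise is then followed for 6 reads every 60 seconds.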
# TRHR enhancer: allosterically enhances the human TRH receptor; TRHR cells, fluo-8 calcium fluorescence, EC20 TRH enhancement; P34981; enhancement, % at 2 µM; 360,000 compounds, 0.66% hits; AID 493056; in the data active = enhancement above about 30%; note: 0% is about no effect
#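 TRHR-expressing cells loaded with fluo-8 calcium dye were read kinetically (ex 480/em 530) during compound addition, then stimulated with an EC20 of TRH (10 nM final). Enhancement of the Gq-mediated intracellular calcium response was scored.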
# Numbers without * were called inactive; ? = inconclusive; . = no result given; [ ] = another dose, or the depositor's remark. Unless noted, calls come from the whole dose curve; as a rule, active = well fitted inhibition curve with a large enough effect; inconclusive = small, poorly fitted or top-dose-only effect; inactive = no such curve, though single readings can be large or run the other way.
SMILES,D2 ag,TrxR1 substrate,TRHR ag,mIDH1 inhibitor,D2 antagonist,PI4K2A block,rTrxR1 inhibitor,USP1-UAF1 inh,TRHR enhancer
CC(=O)Oc1ccc(C(=O)[C@H]2[C@H]3C(=O)N(c4ccc(C)cc4C)C(=O)[C@H]3[C@@H]3C=CC=NN32)cc1,-0.4,1%[57.1 µM],0.7,41µM*,17,-2,-41%,-10%,-5
COc1ccc2[nH]c(=O)c(CN(Cc3ccccc3)C(=S)NCC3CCCO3)cc2c1 (stereo not given),1.9,12%,-0.7,1%,-39,2,2%,-7%,35*
CCCCOc1ccc(C(=O)NCC(=O)N2CC=C(c3ccccc3)CC2)cc1,.,-3%[57.1 µM],-0.4,2%,.,-4,2%[57.1 µM],-4%,11
CN(NC(=O)COc1ccccc1)c1ccccc1,-0.8,-5%,-1.3,6%,-2,-1,-13%,-6%,3
CCOC(=O)/C(=C/c1c(C)n(C)c2ccc([N+](=O)[O-])cc12)C(C)=O,-0.1,-12%,-0.2,3%,9,-8,45µM*,?,-10
CCOC(=O)C1=CN(Cc2ccco2)S(=O)(=O)N(C)C1c1cccc(OC)c1 (stereo not given),.,-5%,.,2%[38.3 µM],.,-3,-11%,-8%,.
CCc1cc(C(=O)N2CCCC(CCC(=O)N3CCN(c4ccccn4)CC3)C2)no1 (stereo not given),0.1,11%,-2.0,4%,3,0,12%[57.1 µM],-4%,42*
Cc1ccc2oc(=O)n(CCNC(=O)Nc3ccc(Cl)cc3)c2c1,-0.9,-7%,-0.3,13%,.,-6,2%,-10%,9
Cc1ccccc1C(=O)Nc1ccccc1C(=O)N/N=C\c1ccco1,0.0,8%[57.1 µM],-0.2,15%,-17,0,-5%[57.1 µM],-20%,-3
O=C(Cn1c(=O)nc(-c2ccccc2)c2cc(Cl)ccc21)NCc1ccc(Cl)cc1,0.6,28%,0.2,-9%,.,1,16%,-32%,11
Nc1[nH]ncc1N=Nc1ccc(Cl)cc1,0.5,-3%,0.2,1%,-20,0,13%,-11%,21
CCOc1cc(C)nc(N2CCN(C3CCCCC3)CC2)n1,0.6,-7%,0.5,1%,40*,-4,9%,-18%,-3
O=C(COC(=O)/C=C/c1ccc(OC(F)F)cc1)NCCN1C(=O)CSC1=O,-0.5,8%,-0.3,11%,6,-2,26%[57.1 µM],-12%,3
CCOC(=O)c1ccc(-n2c(CC)nc3ccccc3c2=O)cc1,0.9,.,0.1,.,7,.,.,.,0
CCOC(=O)C1(CCOc2ccccc2)CCN(Cc2cnc(SC)nc2)CC1,-0.4,6%[11.4 µM],1.5,8%,8,-5,19%[11.4 µM],-14%,0
COc1ccc(CCNC(=O)CC2SC(=NCCc3ccccc3)NC2=O)cc1OC (stereo not given),0.5,-1%[57.1 µM],-0.3,-2%,-7,2,19%[57.1 µM],-3%,2
CCc1ccc(C2CC(=O)NC(NC(=O)c3ccc(C(C)(C)C)cc3)=N2)cc1 (stereo not given),-0.3,5%,-0.4,-17%,.,1,12%,-9%,0
COc1ccc(COC(=O)c2ccc(Cl)c(S(=O)(=O)N3CC(C)OC(C)C3)c2)cc1 (stereo not given),1.4,-2%,1.5,-21%,-4,0,19%,-13%,-3
CC(=O)N/C(=C\c1ccccc1)C(=O)OCC(=O)NC(C)C12CC3CC(CC(C3)C1)C2 (stereo not given),6.5,-17%,2.4,6%,-10,-1,-4%,-8%,0
CC(=O)c1ccc(Nc2cc(C)nc3c(C)cccc23)cc1,1.0,-6%,0.9,-7%,-4,-10,15%,-9%,-19
CC(C)N(C(=O)CSc1nc2ccccc2c(=O)[nH]1)C(C)C,0.1,4%[57.1 µM],-0.3,4%,-8,1,8%[57.1 µM],-10%,5
Clc1ccsc1-c1csc(-c2cccnc2)n1,0.3,10%[57.1 µM],-0.9,4%,0,8,15%[57.1 µM],-5%,1
O=C(CCn1c(=S)[nH]c2ccccc2c1=O)N1CCOCC1,-1.3,3%,-0.5,-2%,-7,2,-3%,-28%,-6
CCOC(=O)c1c(O)c2ccccc2oc1=O,0.1,5%,-0.4,-11%,22,7,30%,-17%,-3
Cc1ccc(CNc2ccc(-c3nc(-c4ccncc4)no3)cc2[N+](=O)[O-])cc1,-1.5,-6%,-0.8,6%,.,-3,0%,-3%,-3

# 2 compounds from above, reduced to rTrxR1 inhibitor and PI4K2A block:
structure | rTrxR1 inhibitor | PI4K2A block
CCOc1cc(C)nc(N2CCN(C3CCCCC3)CC2)n1 | 9% | -4
O=C(COC(=O)/C=C/c1ccc(OC(F)F)cc1)NCCN1C(=O)CSC1=O | 26%[57.1 µM] | -2

# New compounds follow.
SMILES,D2 ag,TrxR1 substrate,TRHR ag,mIDH1 inhibitor,D2 antagonist,PI4K2A block,rTrxR1 inhibitor,USP1-UAF1 inh,TRHR enhancer
COc1ccc(-c2ccc(C#N)c(SCC(=O)OCc3ccccc3)n2)cc1OC,-1.4,192%[activator],0.2,4%,-7,-9,30%,-10%,-2
CCOC(=O)N1CCN(C(=O)C(=O)c2cn(CC(=O)N3CCCCCC3)c3ccccc23)CC1,0.9,-6%,1.6,-4%,-6,1,1%,1%,1
O=C(Nc1cccc(-c2nc3cccnc3s2)c1)c1cccnc1Cl,2.1,0%,0.7,0%,-7,0,20%,-14%,-3
CCn1c(NCc2ccco2)nc2ccccc21,0.2,5%[57.1 µM],0.1,0%,-4,1,24%[57.1 µM],-16%,-1
NNC(=O)c1cccc(Cn2cc(Br)c([N+](=O)[O-])n2)c1,0.5,7%,0.7,-3%,-7,-1,19%,-18%,0
CC1CC(=O)Nc2ccccc2S1(=O)=O (stereo not given),.,11%,0.8,6%,.,-4,20%,-23%,5
CCOc1ccccc1CNC(=O)CN1C(=O)c2cccnc2Oc2ccc(C)cc21,-0.9,-4%,-0.6,0%,.,-2,7%,-25%,1
CCOC(=O)Cn1cc(/C=N/NC(=O)c2cc3ccccc3o2)c2ccccc21,-1.3,2%[57.1 µM],-0.3,11%,-1,1,6%[57.1 µM],-16%,-15
O=C(NCC1CC1(Cl)Cl)Nc1ccc(Cl)c(Cl)c1 (stereo not given),3.5,3%,1.6,17%,-3,10,21%,?,-9
Cc1ccc(CCC2C3=C(CCCC3=O)OC3=C2C(=O)CCC3)cc1,0.2,-3%[57.1 µM],-0.1,10%,0,-1,-26%[57.1 µM],-13%,-11
CC1CCCCC1NC(=O)CCCc1nc2ccccc2c(=O)[nH]1 (stereo not given),0.1,6%,2.4,1%,1,0,13%,-6%,-13
O=C(COC(=O)CN1C(=O)c2cccc([N+](=O)[O-])c2C1=O)NC1CCS(=O)(=O)C1 (stereo not given),0.4,5%,0.7,8%,-12,4,10%,-20%,4
Cc1ccc(-c2[nH]c(-c3ccc(Cl)cc3)nc2SCC(=O)NCC2CCCO2)cc1 (stereo not given),4.0,13%[57.1 µM],5.2,16%,61*,3,19%[57.1 µM],-19%,-1
CC1(C)C(O)=C(c2nc3ccccc3[nH]2)C(=N)N1c1ccccc1,-0.8,1%[57.1 µM],1.2,-1%,20,6,?,-12%,5
Cc1noc(C)c1CSc1nc2ccccc2[nH]1,1.4,4%,0.4,-1%,-6,-4,16%,8%,1
COc1ccc(S(=O)(=O)N(C)CC(=O)NCc2cccnc2)cc1,0.3,-9%,-0.3,-2%,23,7,-7%,-1%,-1
O=C(CSc1nnc(Cc2ccccc2)o1)Nc1ccc(Br)cn1,-0.7,2%,0.4,1%,17,1,11%,-23%,4
COc1ccc(N2CCN(C(CNC(=O)c3cccc(OC)c3)c3cccnc3)CC2)cc1 (stereo not given),-0.1,-4%,-0.3,-19%,.,3,4%,-8%,3
CC1CCN(C2CCN(S(=O)(=O)c3ccc(F)cc3)CC2)CC1,0.8,6%[57.1 µM],0.5,-6%,9,5,9%,-14%,-3
CC(=O)c1ccc(N2CCN(C(=O)c3ccc4ccccc4n3)CC2)cc1,0.1,-8%,0.0,0%,10,0,5%,-6%,4
CCN(C(=O)c1cccc(NC(=O)c2ccccc2)c1)C1CCCCC1,-0.3,-13%,-0.6,6%,-8,-2,-8%,-18%,-3
Cc1nn2cc(-c3cccc(Cl)c3)cnc2c1Cl,1.3,7%[57.1 µM],-0.2,-2%,-1,0,11%[57.1 µM],-14%,-2
O=C(C1CCC1)N1CCN(c2cccc(C(F)(F)F)c2)CC1,0.4,8%,-0.4,9%,-7,4,11%,-10%,4
COc1ccc(-n2nc(C(=O)NCC(=O)N3CC(C)CC(C)C3)c3ccccc3c2=O)cc1 (stereo not given),-1.7,8%,-1.2,-5%,1,2,17%[57.1 µM],-13%,-9
CC(=O)c1cccc(CN2CCc3ccc(NC(=O)C4CCCO4)cc3C2)c1 (stereo not given),-0.4,1%,0.2,0%,-1,-17,9%,-24%,-2
Cc1cc(C(=O)NC2CC2)c2ccccc2n1,1.7,-6%[57.1 µM],-0.2,-1%,-7,-1,15%[57.1 µM],3%,-2
CC(=O)c1cccc(NC(=O)CN(C)Cc2ccc(OC(F)F)cc2)c1,-0.6,1%,-1.0,18%,-38,23,19%,-4%,-7
O=C(c1cccc2ccccc12)N1CCN(CC2CC=CCC2)CC1 (stereo not given),-0.4,10%,-0.3,3%,-17,-3,16%,-15%,-1
O=C(Nc1nc2ccc([N+](=O)[O-])cc2s1)c1ccncc1,1.5,6%,2.7,0%,-6,4,5%,-11%,-2
COCCn1c(COc2ccccc2)nnc1SCC(N)=O,0.8,3%,0.3,8%,-2,-10,23%,5%,-1

# Copied from the list.
# Reading for NNC(=O)c1cccc(Cn2cc(Br)c([N+](=O)[O-])n2)c1 under PI4K2A block: -1
# Reading for O=C(Nc1cccc(-c2nc3cccnc3s2)c1)c1cccnc1Cl under mIDH1 inhibitor: 0%
# Reading for CC(=O)c1ccc(Nc2cc(C)nc3c(C)cccc23)cc1 under TRHR ag: 0.9
# Reading for CC(=O)c1cccc(NC(=O)CN(C)Cc2ccc(OC(F)F)cc2)c1 under TRHR ag: -1.0
